Compound activity (PubChem BioAssay)
MITF primary = MITF inhibitors, primary screen, biochemical, AlphaScreen, human; Microphthalmia-associated transcription factor (Homo sapiens), O75030; AlphaScreen MITF homodimerization, bead proximity signal; inhibition, % at 2.6 µM; 0.91% of 650,000 active; AID 1259374, 2018; in the data active means inhibition above about 50%;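 further: 0% = vehicle wells with protein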
TEAD-YAP inh = TEAD-YAP interaction inhibition, primary screen, TEAD-YAP interaction inhibitor project, luminescence, HEK-TIYL cells | TEAD-Gal4/YAP UAS-luciferase luminescence | inhibition, % at 9.12 µM | 1.4% of 640,000 active | AID 1259422, 2018; in the data active means inhibition above about 32%;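 further: 0% = median of test compound wells and 100% = reference inhibitor wells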
GPR151 ag = activators of human GPR151, primary screen, cell-based, PathHunter beta-arrestin, luminescence. PathHunter beta-arrestin GPR151 cells. activation, % at 11.2 µM. 1% of 650,000 active. AID 1508602, 2020; in the data active means activation above about 4.9%;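 further: 0% = median of compound wells and 100% = cells with positive control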
FBW7 act = FBW7 E3 ligase activators, primary screen, biochemical, AlphaScreen, human. 0.13% of 650,000 active. normalized activity (activation), % at 26.1 µM. F-box/WD repeat-containing protein 7 (Homo sapiens), Q969H0. AlphaScreen FBW7–phospho-cyclin E peptide binding, activator screen; in the data active means normalized activity above about 1.9%;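 further: purified mutant Fbw7 with reduced substrate affinity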
Target sequence (Q969H0 whole entry, looked up): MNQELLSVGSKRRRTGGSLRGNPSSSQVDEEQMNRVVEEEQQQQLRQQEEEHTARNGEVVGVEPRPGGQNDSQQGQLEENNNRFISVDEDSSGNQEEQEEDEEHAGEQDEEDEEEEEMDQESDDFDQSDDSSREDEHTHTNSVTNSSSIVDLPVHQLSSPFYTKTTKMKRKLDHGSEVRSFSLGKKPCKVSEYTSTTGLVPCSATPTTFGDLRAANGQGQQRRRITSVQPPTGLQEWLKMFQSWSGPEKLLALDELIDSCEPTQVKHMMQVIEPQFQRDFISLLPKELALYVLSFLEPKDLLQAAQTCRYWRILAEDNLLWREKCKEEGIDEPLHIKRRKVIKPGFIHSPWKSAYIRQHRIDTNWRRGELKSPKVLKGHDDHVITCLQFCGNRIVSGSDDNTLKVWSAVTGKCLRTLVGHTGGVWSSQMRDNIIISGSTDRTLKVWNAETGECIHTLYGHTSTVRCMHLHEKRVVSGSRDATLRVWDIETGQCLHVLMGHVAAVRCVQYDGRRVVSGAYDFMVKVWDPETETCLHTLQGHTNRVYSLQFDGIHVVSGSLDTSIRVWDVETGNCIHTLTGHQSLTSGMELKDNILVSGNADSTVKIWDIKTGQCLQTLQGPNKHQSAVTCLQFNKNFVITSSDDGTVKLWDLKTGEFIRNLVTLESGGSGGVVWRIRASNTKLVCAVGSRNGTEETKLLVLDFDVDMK
Starred values were filed as active, the others as inactive; nt = not tested or not shown.

SMILES	MITF primary	TEAD-YAP inh	GPR151 ag	FBW7 act
CC(C)(C)Nc1c(-c2cccs2)nc2ccccn12	11.8	-4.5	0.8	0.0
CC1=C(C(=O)Nc2ccccc2F)C(c2ccccc2Br)NC(=O)N1 (stereo not given)	2.1	-1.8	0.7	0.1
Cc1ccc2nc(SCC(=O)Nc3ccccc3[N+](=O)[O-])c(C#N)cc2c1	-0.9	3.7	0.3	0.5
N#Cc1c(-c2ccc(F)cc2)cc(-c2cccs2)nc1SCc1ccccc1F	4.4	5.5	2.5	0.0
O=C(COc1ccc2ccccc2c1)N/N=C/C=C/c1ccc([N+](=O)[O-])o1	-10.8	-3.4	0.6	0.0
Fc1ccc(COc2cccc(CNCc3ccncc3)c2)cc1	-5.2	24.4	1.1	-0.1
COc1ccc2c(CNCc3ccc(F)cc3)c(C(=O)O)n(Cc3ccc(F)cc3)c2c1	9.3	5.3	-0.1	-0.1
CC(C)N(CCNc1nc(-c2ccccc2)nc2nc[nH]c12)C(C)C	-8.8	1.7	2.0	0.1
COc1ccc2c(C)cc(N3CCOCC3)nc2c1	14.0	-18.9	-0.5	0.2
O=C(Nc1ccc(S(=O)(=O)N2CCc3ccccc32)cc1)C1CC1	3.4	10.7	0.0	0.7
CC(=O)N1CCN(C(=O)c2ccc(-n3c(C)ccc3C)cc2)CC1	8.0	2.7	0.3	-0.1
Cc1cc(NS(=O)(=O)c2ccc(NS(=O)(=O)c3ccccc3[N+](=O)[O-])cc2)no1	8.9	4.2	-0.7	0.0
Nc1nc(NCc2ccccc2)cc(NCc2cccnc2)n1	-8.0	3.9	-1.3	-0.1
O=C(NC1(c2cccc(F)c2)CCCC1)c1cnsc1	1.0	7.0	-0.4	-0.1
Cc1ccc2c(c1)N(CC(=O)N1CCC(C)CC1)C(=O)CO2	-3.5	2.1	-0.7	-0.2
CCc1nn(CC(=O)Nc2cc(C)on2)c(=N)s1	-4.0	-3.1	1.5	-0.1
COc1ccc(COC(=O)C2=C(C)NC(=O)NC2c2cccc(OC)c2OC)cc1 (stereo not given)	-1.9	-7.5	-0.6	-0.1
Cc1ccc(Cn2c(NC(=O)C3CCCCC3)nc3ccccc32)cc1	-0.8	12.5	-1.1	-0.1
N=Nc1c(O)cc(S(=O)(=O)O)c2ccccc12	1.3	-2.6	0.8	-0.1
Cn1c(CN2CCN(C(=O)c3cc(-c4ccc(F)cc4)n[nH]3)CC2)nc2ccccc21	48.6	6.1	-0.5	-0.5
O=S1(=O)NC(c2ccccc2F)Nc2ccccc21 (stereo not given)	-0.3	-1.3	0.1	-0.3
COc1cc(C(=O)/C=C/c2cccc([N+](=O)[O-])c2)cc(OC)c1OC	-16.3	26.0	-1.1	0.1
C(=C\c1nn2c(Cc3ccccc3)nnc2s1)/c1cccs1	0.1	-10.1	1.6	-0.1
Cc1cc(C)n(-c2cccc(CN3CCc4ccc(NC(=O)C5CCCO5)cc4C3)c2)n1 (stereo not given)	1.1	3.6	0.0	-0.1
Cc1cc(C)n(CCCNCC(O)COc2ccc(-c3ccccc3)cc2)n1 (stereo not given)	34.8	5.5	1.5	0.0
O=C(CCOc1ccccc1)NCc1ccccc1	10.6	0.4	0.6	0.3
CCOc1ccc(NC(=O)CSC2=C(C#N)C(c3ccncc3)C(C(=O)Nc3ccc(Cl)cc3)=C(C)N2)cc1 (stereo not given)	17.2	0.2	-0.1	-0.2
CCOc1ccc(NC(=O)c2ccc(F)c(S(=O)(=O)N3CCC(Cc4ccccc4)CC3)c2)cc1	0.4	2.5	-0.4	0.0
O=C(Nc1ccc(F)cc1F)C1CCCN1S(=O)(=O)c1cccc2nsnc12 (stereo not given)	3.9	-2.0	-0.4	-0.3
CC(C)CN1C(=O)NC(NS(=O)(=O)c2ccc(N)cc2)(C(F)(F)F)C1=O (stereo not given)	18.8	6.0	0.4	0.1
C#CCN1C(=O)C(O)(CC(=O)c2ccc([N+](=O)[O-])cc2)c2ccccc21 (stereo not given)	14.8	5.4	-0.5	-0.2
Cc1cc(NC(=O)c2ccc(C)s2)n(-c2nc3ccccc3[nH]2)n1	3.2	0.1	5.3*	0.2
CCO/N=C(\Cc1ccccc1)C1=C(O)CC(C)(C)CC1=O	7.1	-17.2	-0.4	-0.1
CCOc1cc(C(=S)N2CCOCC2)cc(Br)c1O	12.2	-2.9	0.8	0.0
COc1cnc(Nc2ccc(N3CCOCC3)cc2)nc1Nc1ccccc1C(N)=O	6.7	55.3*	0.1	-0.3
COc1ccccc1CCNC(=O)c1csc2c1CCCC2	4.3	-11.7	0.2	0.0
COc1cc(Nc2cc(Nc3nccc4ccccc34)ncn2)cc(OC)c1OC	-13.7	48.8*	-1.1	1.6
O=C(Nc1ccc(S(=O)(=O)NC2CCCCC2)cc1)C(Cl)Cl	-9.1	12.5	0.6	-0.1
Cc1cc(-c2cnc(N3CCCC3)nc2C2CCN(CC3CCOC3)CC2)on1 (stereo not given)	-6.6	-5.5	0.2	0.0
Cc1ccc(N2CC(c3nnc(Cc4cccc(Cl)c4)o3)CC2=O)cc1 (stereo not given)	17.5	1.6	1.8	0.1
CC(=O)N1C(C(=O)O)Cc2c([nH]c3ccccc23)C1C (stereo not given)	21.4	-1.4	-1.0	0.1
NC(=O)c1oc2ccccc2c1NC(=O)c1cccs1	3.7	22.2	-0.5	0.2
Oc1ccc(Br)c2ccc(/C=C/c3ccc(Cl)cc3)nc12	-7.8	11.1	-1.1	0.3
Cc1cccc(C(=O)NNC(=O)CCCCC(=O)NNC(=O)c2cccc(C)c2)c1	-8.5	-8.1	0.2	-0.1
COc1ccc(NS(=O)(=O)c2ccc(NC(=O)NC3(C(F)(F)F)Oc4ccccc4O3)cc2)cc1	-9.9	-9.7	-0.1	0.1

Not a retest: two of the compounds above.
SMILES	MITF primary	TEAD-YAP inh	GPR151 ag	FBW7 act
Cc1cccc(C(=O)NNC(=O)CCCCC(=O)NNC(=O)c2cccc(C)c2)c1	-8.5	-8.1	0.2	-0.1
COc1ccc(NS(=O)(=O)c2ccc(NC(=O)NC3(C(F)(F)F)Oc4ccccc4O3)cc2)cc1	-9.9	-9.7	-0.1	0.1

New compounds follow:
SMILES	MITF primary	TEAD-YAP inh	GPR151 ag	FBW7 act
CCn1c(C(=O)N2CCC(C(=O)NCc3ccc(C)cc3)CC2)cc2occc21	0.7	-1.1	0.5	0.5
CCCCC/C=C\C/C=C\CCCCCCCC(=O)OC(CO)CO	-2.8	nt	0.6	nt
CCOc1ccc(C(=O)Nc2cc(-c3nc4ccccc4o3)ccc2C)cc1[N+](=O)[O-]	17.9	0.6	0.5	1.0
Cc1cccc(C)c1NC(=O)C/C(N)=N/O	11.1	8.6	3.3	0.1
COc1ccc(C2C(C#N)=C(N)Oc3cc(C)n(Cc4ccccn4)c(=O)c32)cc1OC (stereo not given)	0.5	-11.5	-0.1	0.0
O=C(O)CCCNCC(O)Cn1c2ccccc2c2ccccc21 (stereo not given)	-9.5	0.0	-1.7	-0.1
O=S(=O)(Cc1ccccc1)N1CCN(c2ccc(N3CCCC3)nn2)CC1	15.7	27.1	-1.6	1.0
O=C(Nc1nn2c(-c3ccco3)nnc2s1)c1cccc(F)c1	13.6	-20.0	-4.8	0.9
CN1CCC(N(C)Cc2ccccc2[N+](=O)[O-])CC1	49.6	4.1	0.0	0.0
O=C(Nc1cc(Cl)cc(Cl)c1)/C(=C/c1cccc([N+](=O)[O-])c1)NC(=O)c1ccccc1F	-6.4	1.6	-0.4	-0.1
O=C(c1ccc2c(c1)OCO2)N1CCC(Cn2nc(-c3ccc(F)cc3)ccc2=O)CC1	12.3	6.4	-1.2	0.1
CCCCOc1ccc(C(=O)Nc2c3c(nn2-c2ccccc2C)CS(=O)(=O)C3)cc1	-12.4	-7.3	-0.1	-0.1
CCOCCCNC(=O)c1ccc2c(c1)ncn2-c1ccc(OCc2ccccc2)cc1	5.5	4.5	0.5	0.0
Cc1ccc(CN2CC34C=CC(O3)C(C(=O)NCc3ccccc3)C4C2=O)cc1 (stereo not given)	0.8	9.4	-0.4	0.0
O=C(O)CCN1C(=O)/C(=C\c2cc3c(cc2Br)OCO3)SC1=S	-2.6	2.4	-0.8	0.0
CCc1nc(SCC(=O)Nc2ccc(Br)cn2)n[nH]1	5.3	6.8	-1.2	0.0
CN/N=C/c1c(O)ccc2ccccc12	-22.3	-0.7	-0.7	0.2
CCOC(=O)c1c(N)sc2c1CCC(C)C2 (stereo not given)	1.5	-5.5	0.2	0.2
COc1cccc(Cn2c(=S)[nH]c3ccccc3c2=O)c1	-2.1	6.7	-0.8	0.0
O=C(CC1Oc2ccc(Cl)cc2NC1=O)NCc1ccco1 (stereo not given)	8.3	0.1	1.4	-0.1
CC(=O)Nc1ccc(NS(=O)(=O)c2ccc3c(c2)Cc2cc(S(=O)(=O)Nc4ccc(NC(C)=O)cc4)ccc2-3)cc1	9.4	-2.3	-0.5	0.1
Cc1cc(NC(=O)CN2CCN(c3ccccn3)CC2)no1	1.8	-8.6	-1.2	0.2
O=C(Cc1ccccc1)OCc1csc(Nc2ccccc2)n1	14.5	-8.2	-0.9	0.0
O=C(CS(=O)(=O)Cc1ccccc1)Nc1nc2ccccc2s1	2.0	2.5	0.8	-0.2
Cc1ccc(CCC(=O)NCc2ccccc2)o1	6.7	-11.4	0.2	0.0
O=S(=O)(Cc1ccccc1)NCc1cccnc1	-1.8	-2.5	0.1	-0.1
CC(C)CC(NC(=O)C(N)COCc1ccccc1)C(=O)NN (stereo not given)	0.5	-6.0	-0.3	-0.3
O=C(CCN1CCCCC1)NNC(=S)NC(=O)c1ccc(Br)cc1	6.1	2.7	-1.2	-0.2
O=C(Cc1ccc(Cl)cc1)Nn1c(-c2ccccc2F)nc2ccccc2c1=O	13.5	-0.6	-0.4	0.5
FC(F)(F)c1ccc(Cn2cnc3c(Nc4ccc5c(c4)OCO5)nc(Nc4ccc(N5CCOCC5)cc4)nc32)cc1	-1.3	-10.2	0.5	-0.1
O=C(c1ccc(S(=O)(=O)c2cccc(Cl)c2)c([N+](=O)[O-])c1)N1CCN(c2ccccn2)CC1	14.0	8.2	-1.2	0.1
N#CC1=C(N)Oc2c(oc(CO)cc2=O)C1c1c(Cl)cccc1Cl (stereo not given)	11.8	4.1	-0.1	-0.5
COc1ccccc1CNC(=O)c1ccc(Cn2c(=S)[nH]c3cc(C(=O)O)ccc3c2=O)cc1	-8.0	3.3	0.1	-0.3
Cc1cc(=O)oc2cc(OC(C)C(=O)Nc3sc4c(c3C(N)=O)CCCC4)ccc12 (stereo not given)	-3.0	1.2	-0.2	0.2
CON(C)S(=O)(=O)c1ccc(N=CC2=C(O)CC(C)(C)CC2=O)cc1	1.7	-11.2	1.4	-0.1
Cc1cc(C(=O)COC(=O)c2ccccc2O)c(C)n1Cc1cccs1	-3.6	88.8*	-0.4	0.0
CC(C)Cn1c(CN2CCN(c3ccccc3F)CC2)nc2c1c(=O)n(C)c(=O)n2C	22.6	-6.0	-1.4	0.1
CC(C)(C)SCCNS(=O)(=O)c1ccc([N+](=O)[O-])cc1	-3.1	4.5	-0.4	-0.2
COc1ccccc1C1CC(c2c(-c3ccccc3)c3cc(Br)ccc3[nH]c2=O)=NN1C(=O)C(OC)c1ccccc1 (stereo not given)	5.3	15.0	2.5	-0.3
CCC(C)NC(=O)CCc1c(C)nc2ncnn2c1C (stereo not given)	2.8	2.9	0.6	0.0
O=C(NC(=S)Nc1cccnc1Cl)c1cccc(F)c1	-1.8	-34.6	-4.4	0.0
CN(C)c1ccc(/C=C(\C#N)C(=O)Nc2ccccc2)cc1Br	-4.7	-11.0	-0.8	-0.1
Cc1ccc(NC(=O)C(=O)NCCN2CCN(S(C)(=O)=O)CC2)cc1	-3.9	6.2	2.3	0.3
O=C(NC(=S)Nc1cccc2ccccc12)c1ccco1	8.8	-2.3	1.2	0.0
O=C(NC12CC3CC(CC(C3)C1)C2)c1cc2ccccc2o1	6.1	-8.0	-0.6	0.0

Overlap with the part before: six entries; new compounds follow.
SMILES	MITF primary	TEAD-YAP inh	GPR151 ag	FBW7 act
CCC(C)NC(=O)CCc1c(C)nc2ncnn2c1C (stereo not given)	2.8	2.9	0.6	0.0
O=C(NC(=S)Nc1cccnc1Cl)c1cccc(F)c1	-1.8	-34.6	-4.4	0.0
CN(C)c1ccc(/C=C(\C#N)C(=O)Nc2ccccc2)cc1Br	-4.7	-11.0	-0.8	-0.1
Cc1ccc(NC(=O)C(=O)NCCN2CCN(S(C)(=O)=O)CC2)cc1	-3.9	6.2	2.3	0.3
O=C(NC(=S)Nc1cccc2ccccc12)c1ccco1	8.8	-2.3	1.2	0.0
O=C(NC12CC3CC(CC(C3)C1)C2)c1cc2ccccc2o1	6.1	-8.0	-0.6	0.0
CCOC(=O)N1CCN(CCC(=O)Nc2cccc(Cl)c2C)CC1	-2.1	-1.4	0.2	-0.1
Cc1[nH]c2ccccc2c1CCN=CC1=C(O)CC(C)(C)CC1=O	2.5	13.7	-0.1	0.0
CC(C)Cc1ccc(C#N)c(SCC(N)=O)n1	2.6	-2.0	1.1	0.8
CN1[C@@H]2CC[C@@H]1CC(OC(=O)C(CO)c1ccccc1)C2 (stereo not given in full)	-7.0	nt	1.9	0.1
COc1cc2c(cc1C)/C(=C/CSC(N)N)CCC2	4.1	5.5	-0.3	-0.1
